Bioassay records (PubChem)
PGC1a acetyl inh: inhibitors of PGC1a acetylation signal, primary screen, cell-based, U2OS, AlphaScreen, inhibitor mode; AID 651687, 2012; inhibition, % at 15.6 µM; AlphaScreen anti-acetyl-lysine; with virally co-expressed GCN5 acetyltransferase; 350,000 compounds, 0.17% hits;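 active = every replicate shows inhibition of at least 40%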;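 also: 0% = neutral control wells and 100% = positive control wells; some results beyond the cut were filed as inactive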
Statin myotox sup: suppressors of statin myotoxicity in C2C12 myotubes, primary screen, cell-based, single point, plate reader; C2C12 myotubes + simvastatin, ATP luminescence, 48 h; scaled: DMSO 0, geranylgeraniol control 100; rescue of ATP level, % at 7.49 µM; 330,000 compounds, 0.78% hits; AID 602340, 2012;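 active = mean ATP rescue above about 67%, or every replicate alone reaching that limit, limit read from the data, passing the limit was not always enough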;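 also: myotubes were challenged with 10 µM simvastatin during compound exposure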
Cneo AK release: Cryptococcus neoformans cell lysis inducers, primary screen, AK release luminescence, single concentration | C. neoformans lysis, adenylate kinase release luminescence, 4 h; normalised: neutral wells 0, clomiphene wells 100 | lysis activity, % at 15 µM | 360,000 compounds, 0.2% hits;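 active = mean lysis activity across replicates of at least 80%, whatever share of replicates individually reach that level; inactive = mean lysis activity below 80%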
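Schedule: static 4 h at 37 °C with compound, 1 h detection; system: C. neoformans cells; benchmarks: Clomiphene as positive control; buffer or medium: fresh YPD medium; measure: luminescence rise reflecting yeast cell lysis; measured by: luminescent adenylate kinase detection reagent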
F508del corr: F508del CFTR correction, initial screen, CFBE line, single point; CFBE cells, YFP halide quenching; stimulated with forskolin plus potentiator P3; % fluorescence drop versus neutral controls; activity (quench increase), % at 7.58 µM; 350,000 compounds, 0.36% hits; AID 720511, 2013;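 active = mean added fluorescence quench of at least 8% versus neutral control, with both replicates also reaching 8%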;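 also: cells transiently co-express mutant CFTR-F508del with the halide-sensitive YFP; corrector assay measuring rescue of mutant channel to the surface after 24 h compound exposure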
PglD inh: C. jejuni PglD acetyltransferase inhibitors, primary screen, biochemical, DTNB colorimetric, single point | UDP-N-acetylbacillosamine N-acetyltransferase PglD (Campylobacter jejuni) | purified PglD enzyme, DTNB colorimetric CoA detection | inhibition, % at 12.5 µM | 360,000 compounds, 0.098% hits | AID 602405, 2012; in the data active = inhibition above about 16%, passing the limit was not always enough; also: strong numbers were not always called active
INS-1E GSIS act: GLuc luminescence reporter in INS-1E cells, primary screen for activators of glucose-dependent secretion of insulin; INS-1E GLuc reporter insulin secretion, 2-3 h; activation, % at 16.6 µM; 370,000 compounds, 0.61% hits; AID 743287, 2014;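 active = lowest replicate activation of at least 40%, so every replicate reaches that level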;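 also: 0% = median of neutral control wells and 100% = median of IBMX positive control wells; some compounds called inactive have numbers as strong as hits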
FN deposition inh: inhibitors of fibronectin matrix deposition, primary screen, AH1F cells, Alexa488-fibronectin fluorescence, plate reader | AH1F fibroblasts, overnight | 350,000 compounds, 0.086% hits | inhibition, % at 12.6 µM;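 active = mean inhibition across replicates of 30% or more, regardless of how many single replicates reach that level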;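 also: positive control wells lacked labelled fibronectin entirely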
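Assay system: AH1F fibroblasts assembling fluorescent fibronectin matrix; Amount: 10000 AH1F cells per well; Buffer or medium: DMEM, 2% serum; Probe or stimulus: Alexa488-fibronectin, 24 nM final in well; Doses: single compound dose, delivered by pin transfer; Incubation: 1 h adhesion, overnight exposure; Measured by: fluorescence 485/525 nm; Read-out: fibronectin deposition inhibition.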
miR122 inh: miR-122 Renilla sensor signal increase in Huh7, primary screen, miR-122 inhibitor project, cell-based, single point, plate reader. Huh7 miR-122 Renilla luciferase sensor, 48 h; neutral wells = 0, positive control = 100. activation (reporter increase), % at 12.5 µM. 340,000 compounds, 0.3% hits;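 active = mean replicate activation score at least 90 and every replicate individually at or above 90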;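 also: higher luciferase means less miR-122 activity so hits act as miR-122 inhibitors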
* = called active by the depositor; x = no result given; & = joins results of further samples; [ ] = another dose, or the depositor's remark. Not a hit list; any-hit rate near 2.1%.

A first look:
SMILES | PGC1a acetyl inh | Statin myotox sup | Cneo AK release | F508del corr | PglD inh | INS-1E GSIS act | FN deposition inh | miR122 inh
Cc1cccc(N(CC(=O)NCc2ccco2)C(=O)CCC(=O)Nc2nccs2)c1 | 6 | x | x | -0.9 | x | 7 | -2 | -4
Cc1ccc2ccccc2c1NC(=O)Cn1nnc(-c2cccnc2)n1 | -4 | 4 | x | 2.3 | x | 1 | 3 | x
CCOC(=O)Cn1ncn(-c2ccc(OC(F)(F)F)cc2)c1=O | 7 | x | x | 0.5 | x | -7 | 12 | x
Cc1nc2ccccn2c1C(=O)NCc1cccnc1 | -10 | 18 | -1 | -3.1 | 5 | 10 | x | -1
Cc1cc(C(=O)N2CCCC(N3CCN(c4ccccc4C)CC3)C2)nc(C)n1 (stereo unspecified) | 12 | 1 | 2 | 1.2 | 1 | 1 | x | -1
CN(C)CCNc1ncnc2c1ncn2[C@H]1CN(Cc2cccnc2)C[C@@H](CO)O1 | 2 | 6 | 1 | -3.1 | 0 | 3 | 3 | -3

All compounds of this part, repeating the preview:
SMILES | PGC1a acetyl inh | Statin myotox sup | Cneo AK release | F508del corr | PglD inh | INS-1E GSIS act | FN deposition inh | miR122 inh
Cc1cccc(N(CC(=O)NCc2ccco2)C(=O)CCC(=O)Nc2nccs2)c1 | 6 | x | x | -0.9 | x | 7 | -2 | -4
Cc1ccc2ccccc2c1NC(=O)Cn1nnc(-c2cccnc2)n1 | -4 | 4 | x | 2.3 | x | 1 | 3 | x
CCOC(=O)Cn1ncn(-c2ccc(OC(F)(F)F)cc2)c1=O | 7 | x | x | 0.5 | x | -7 | 12 | x
Cc1nc2ccccn2c1C(=O)NCc1cccnc1 | -10 | 18 | -1 | -3.1 | 5 | 10 | x | -1
Cc1cc(C(=O)N2CCCC(N3CCN(c4ccccc4C)CC3)C2)nc(C)n1 (stereo unspecified) | 12 | 1 | 2 | 1.2 | 1 | 1 | x | -1
CN(C)CCNc1ncnc2c1ncn2[C@H]1CN(Cc2cccnc2)C[C@@H](CO)O1 | 2 | 6 | 1 | -3.1 | 0 | 3 | 3 | -3
C=CCNC(=S)NNc1nc2sc3c(c2c(=O)[nH]1)CC(C)(C)OC3 | -4 | 4 | 3 | -0.2 | -2 | 4 | 0 | -3
O=C(NCCc1nc(-c2ccccc2)no1)c1ccco1 | -12 | -6 | -2 | 0.8 | 7 | 32 | -2 | 9
Cc1csc(SCC(=O)NCCc2ccc(Cl)cc2)n1 | x | 0 | x | x | x | 7 | -16 | 2
CCS(=O)(=O)NCC[C@H]1CC[C@H](NS(=O)(=O)c2ccccc2C)[C@@H](CO)O1 | 12 | -1 | 7 | -1.3 | -2 | 10 | -17 | x
COc1ccc(NS(=O)(=O)c2cc(C(=O)N3CCCCCC3)ccc2C)cc1 | 6 | -7 | 0 | 1.8 | 1 | -37 | 3 | 47
CN1CCN(C(=O)C[C@@H]2CC[C@@H]3[C@H](COC[C@@H](O)CN3C(=O)Nc3ccc4c(c3)OCO4)O2)CC1 | 6 | -12 | -4 | 1.3 | -4 | -3 | 2 | 4[16.7 µM]
Cc1csc(CN(C)C(=O)CC2C(=O)NCCN2Cc2ccc(Cl)c(F)c2)n1 (stereo unspecified) | x | 0 | -4 | 0.8 | 2 | -1 | -3 | x
CC(=O)N1[C@@H]2c3ccc(-c4ccncc4)c(=O)n3C[C@H]1[C@H](CO)[C@H]2C(=O)NC1Cc2ccccc2C1 | x | 4 | 5 | -1.8 | 0 | 12 | x | -3[16.7 µM]
O=C(CSc1nnc(-c2ccccc2)n1-c1ccc(Cl)cc1)N/N=C/c1ccco1 | -26 | x | 1 | x | -2 | 3 | -1 | -17
CCCCn1c(N)c(N(CCOC)C(=O)Cn2c(=O)cnc3ccccc32)c(=O)[nH]c1=O | -10 | 17 | 2 | 2.1 | -1 | 3 | -4 | 4
CN(C)/C=C/C(=O)c1c(F)cccc1F | -8 | x | x | 0.3 | x | 4 | 1 | x
CCN(CC)C(=O)C1=C(C)N(Cc2ccc(F)cc2)C(=O)C(CC(=O)NCc2cccc3ccccc23)C1 (stereo unspecified) | 6 | -3 | 2 | -0.7 | 2 | -11 | 1 | -2
O=C(NC(=S)N1CCOCC1)c1ccccc1Cl | 1 | -4 | -1 | -1.0 | -3 | 6 | 5 | -5
CC1=NN(C(=O)c2ccccc2Cl)C(O)(c2ccccc2)C1 (stereo unspecified) | x | -1 | 7 | -1.2 | -8 | 2 | 1 | x
COc1ccc2c3c([nH]c2c1)[C@@H](CO)N(Cc1cccc(F)c1)CC31CCN(C(C)=O)CC1 | 0 | x | x | 2.1 | x | 3 | -15 | x
O=C(O)CC/C(=N\NC(=O)c1ccc(F)cc1)c1ccc(Br)cc1 | 8 | -1 | 0 | -0.2 | -25 | 5 | x | x
O=C(NCc1ccco1)C1CCN(c2ccc(S(=O)(=O)N3CCOCC3)cc2[N+](=O)[O-])CC1 | 1 | 1 | 0 | 0.2 | -5 | -4 | 6 | 2
Cn1cc(S(=O)(=O)N2CCN(c3cccc(Cl)c3)CC2)c(=O)n(C)c1=O | 2 | 0 | x | 1.4 | x | -9 | 0 | 4
O=C(NCCN1CCOCC1)c1cc2n(n1)C(C(F)(F)F)CC(c1ccc(F)cc1)N2 (stereo unspecified) | -2 | 10 | 4 | x | -2 | x | x | 5
C[C@H]1CN([C@@H](C)CO)C(=O)CCCn2nncc2CO[C@@H]1CN(C)C(=O)NC1CCCCC1 | 11&-3 | 3&-4 | 0&-5 | -0.2&-1.6 | 0&2 | -2&11 | 6&-2 | -1
CCCNC(=O)Nc1ccc2c(c1)C(=O)N(C)[C@@H]1CC[C@H](CC(=O)NC)O[C@@H]1CO2 | 33 | 16 | 0 | 2.6 | -1 | 11 | -12 | 17[16.7 µM]
Cc1cc(C)nc(Sc2ccc(C=O)cc2[N+](=O)[O-])n1 | 8 | 0 | x | x | x | 2 | -7 | -5
O=C(O)C1CCCCC1C(=O)N1CC=C(c2ccccc2)CC1 (stereo unspecified) | x | -28 | 3 | x | -5 | -36 | x | x
CCOC(=O)C1CCCN(C(=O)c2ccc3nc(-c4ccccc4)c(-c4ccccc4)nc3c2)C1 (stereo unspecified) | -9 | -2 | -3 | -1.7 | 7 | -16 | -13 | 1
Cn1cccc1C(=O)OCC(=O)NCCc1ccc(S(N)(=O)=O)cc1 | -2 | -6 | -17 | 2.5 | 2 | 4 | -6 | x
S=C(Nc1ccc(Cl)c(Cl)c1)NC1CCCCC1 | 20 | -62 | x | -1.4 | x | -51 | x | 159*
CCc1nc2c(OCCn3cccc3)cccn2c1N(C)C(=O)CC(C)C | x | -1 | -1 | -0.3 | 1 | -18 | -2 | 2
CCCN=C1N/C(=C\c2ccco2)C(=O)N1c1ccccc1 | 8 | -7 | -1 | x | -4 | x | x | 3
Cc1noc(C)c1S(=O)(=O)N(C)C[C@@H]1OCCCC[C@@H](C)Oc2ccc(NS(=O)(=O)c3ccc(F)cc3)cc2C(=O)N([C@H](C)CO)C[C@@H]1C | 7 | x | -18 | -0.5 | -2 | 8 | 4 | -2[16.7 µM]
O=C(c1ccc(F)cc1)N1CCOC(c2nc(-c3ccc(F)cc3)no2)C1 (stereo unspecified) | -1 | 2 | 1 | -3.1 | -9 | -6 | -8 | -5
O=C(CCNC(=O)Cn1cnc2ccccc2c1=O)NCC1COc2ccccc2O1 (stereo unspecified) | -3 | 7 | -1 | x | 1 | x | x | -1
Cc1ccc(CSc2nnc(-c3cccnc3)n2N)cc1 | x | -6 | 0 | x | -1 | x | x | -8
CCOC(=O)C1CCCN(C(=O)c2cc3c(=O)n4ccccc4nc3s2)C1 (stereo unspecified) | x | -9 | 4 | -0.8 | 2 | 40 | -4 | x
Cc1cccc(NC(=O)c2c(O)c3ccccc3n(C)c2=O)c1 | x | -7 | 2 | 3.9 | 1 | 9 | 5 | x
O=C(CC1CC1)Nc1ccc2c(c1)[C@H]1C[C@@H](CC(=O)N3CCCCC3)O[C@H](CO)[C@H]1O2 | 1 | 6 | 3 | 2.6 | 0 | 2 | -4 | -7[16.7 µM]
O=C(NCC[C@@H]1CC[C@@H](NS(=O)(=O)c2cccc(F)c2)[C@@H](CO)O1)C1CCCCC1 | -3 | 0 | 0 | 1.1 | 3 | 9 | -13 | x
CC(=O)n1cc(Nc2ccccc2C(=O)O)c2ccccc21 | -1 | x | -1 | x | 3 | x | x | 0
OC(c1cc(-c2cccc(Cl)c2)nc2ccccc12)C1CCCCN1 (stereo unspecified) | -45 | -26 | 0 | -0.3 | 2 | 29 | 1 | -11
Cc1ccc(C(=O)c2nc(C(=O)NCCO)nc3ccccc23)cc1 | -3 | 3 | 1 | 2.4 | -6 | 4 | 6 | 15
O=C(Cc1ccc(Br)cc1)OCC(=O)N1CCc2ccccc2C1 | x | x | 5 | x | -12 | -20 | x | 4
C[C@H](CO)N1C[C@H](C)[C@H](CN(C)Cc2ccncc2)Oc2ncc(C#Cc3ccccn3)cc2C1=O | 6 | -3 | 0 | 2.4 | 0 | -2 | 7 | -7[16.7 µM]
CC(CN1CCCC1)OC(=O)c1ccc(Cl)cc1 (stereo unspecified) | x | 2 | 6 | 1.8 | -3 | 12 | -2 | -3
CCOC(=O)C1=C(CS(=O)(=O)c2ccccc2)NC(=O)NC1c1cc(OC)c(O)c(OC)c1 (stereo unspecified) | -6 | 1 | 0 | -1.5 | -1 | 18 | 0 | -6
O=C(CSc1ccccn1)Nc1ccc(F)c([N+](=O)[O-])c1 | 0 | x | 0 | 2.4 | 0 | -2 | 2 | x
